High-throughput results from PubChem BioAssay.
Measles CPE: compounds protecting cells from measles virus cytopathic effect, primary screen, measles RdRp inhibitor project, single point, MLSMR library, absorbance; Measles virus-infected cells, CPE protection; protection (pct of control), % at 4 µM; 140,000 tested, 1.5% active; in the data active means protection mostly above about 24%, no sharp cut-off; inactive means mostly below about 26%; further: some compounds called inactive have numbers as strong as hits
NPY Y2 blocker: NPY-Y2 receptor antagonists, primary screen, cell-based; NPY-Y2 expressing cells, antagonist mode; 140,000 tested, 0.99% active; Neuropeptide Y receptor type 2 (Homo sapiens), P49146; inhibition, % at 2.7 µM; AID 793, 2007; in the data active means inhibition above about 17%;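 further: 0% = vehicle with agonist challenge and 100% = reference antagonist with challenge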
Target sequence (P49146 whole entry, looked up): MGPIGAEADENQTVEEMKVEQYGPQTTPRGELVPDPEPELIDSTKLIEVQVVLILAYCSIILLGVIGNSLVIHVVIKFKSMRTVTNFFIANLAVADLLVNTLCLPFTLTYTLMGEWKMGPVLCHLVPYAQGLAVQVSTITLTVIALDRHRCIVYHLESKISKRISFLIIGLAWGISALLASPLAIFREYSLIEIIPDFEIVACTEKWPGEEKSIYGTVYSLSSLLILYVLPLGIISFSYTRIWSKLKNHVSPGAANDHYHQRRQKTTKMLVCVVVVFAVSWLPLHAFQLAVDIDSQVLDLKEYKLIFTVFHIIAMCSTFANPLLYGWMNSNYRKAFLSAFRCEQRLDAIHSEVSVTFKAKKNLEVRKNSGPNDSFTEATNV
GALR2 antag: GALR2 antagonists in receptor-expressing cells, primary screen; antagonist mode; Galanin receptor type 2 (Homo sapiens), O43603; inhibition, % at 4 µM; 140,000 tested, 0.39% active; in the data active means inhibition above about 27%;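 further: cells stimulated with galanin 1-16 at roughly its EC80; 0% = agonist challenge control and 100% = basal control without agonist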
Target sequence (O43603 whole entry, looked up): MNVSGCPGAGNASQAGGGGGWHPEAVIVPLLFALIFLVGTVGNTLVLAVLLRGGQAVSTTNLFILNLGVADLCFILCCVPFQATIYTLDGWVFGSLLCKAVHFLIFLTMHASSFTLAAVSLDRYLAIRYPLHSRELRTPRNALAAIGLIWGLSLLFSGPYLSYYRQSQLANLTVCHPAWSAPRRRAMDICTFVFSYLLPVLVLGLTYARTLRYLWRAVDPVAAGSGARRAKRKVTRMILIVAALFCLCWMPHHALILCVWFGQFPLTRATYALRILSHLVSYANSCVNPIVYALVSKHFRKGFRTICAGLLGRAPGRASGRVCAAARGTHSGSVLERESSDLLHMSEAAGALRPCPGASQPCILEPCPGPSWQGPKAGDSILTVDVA
E-sel TNF inh: E-selectin induction blockers in HUVEC – imaging, immunofluorescence, high content, primary screen | HUVEC TNFa-induced E-selectin immunofluorescence | inhibition, % at 2 µM | 120,000 tested, 0.71% active;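 active means inhibition above the batch mean plus 3 SD, and confirmed as a hit on visual image review, cut at about 43% in these data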;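 further: 0% = TNF-stimulated DMSO wells and 100% = unstimulated control wells; not every result past the cut was called active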
HCT116 bCat-KO: primary screen for growth suppressors in beta-catenin knockout HCT116 cells (colon tumor, human); 140,000 tested, 1.5% active; HCT116 beta-catenin knockout viability, CellTiter-Glo, 60 h; stronger effect = lower value; viability, % at 10 µM; AID 818, 2007;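 active means viability at or under a set limit, the compound median less 4 SD, cut at about 6% in these data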;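 further: 0% = Hyamine 1622 control at 20 µM and 100% = untreated cell control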
Phagocyt inh: inhibitors of macrophage phagocytosis, primary screen, imaging, J774A.1 cells, IgG beads; inhibition, % at 5 µM; AID 1029, 2008; J774A.1 macrophage IgG-bead phagocytosis; 110,000 tested, 0.07% active;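 active means inhibition above the mean of the plate negative controls plus 5 SD, cut at about 13% in these data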;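 further: phagocytic index as fraction of beads internalized from green versus red external bead signal; plate controls were DMSO negative control for no effect and cytochalasin-D positive control for full effect; some results beyond the cut were filed as inactive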
MRP-1 activ: H69AR viability gain despite doxorubicin, primary screen, MRP-1 activator project, H69AR cells, CellTiter-Glo. viability rescue. viability increase, % at 10 µM. 140,000 tested, 0.61% active. AID 799, 2007;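 active means viability gain under doxorubicin at or above a set limit, the compound median plus 3 SD, cut at about 4.7% in these data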;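 further: MRP-1 overexpressing cells given doxorubicin 25 µM after compound pretreatment; 18-22 h compound pretreatment then 72 h with doxorubicin before readout; 0% = doxorubicin-only wells and 100% = vehicle-treated cells without doxorubicin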
Yeast life ext: compounds extending yeast replicative lifespan, primary screen, S. cerevisiae, OD615; S. cerevisiae growth with nicotinamide; deaD strain in restrictive glucose medium; inhibition of the nicotinamide effect, % at 10 µM; 130,000 tested, 0.68% active; AID 775, 2007;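 active means inhibition above a set limit, placed 3 SD over the median of all compounds, cut at about 26% in these data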;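 further: 0% = nicotinamide-treated wells and 100% = cells grown without nicotinamide; some compounds called inactive have numbers as strong as hits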
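assay system = DeaD-strain S. cerevisiae | buffer or medium = restrictive glucose medium | reagent = 1.5 mM nicotinamide | compound = 10 µM single point, 0.25% DMSO | incubation = 48 h compound exposure at 30 °C, humidified | signal = OD615 measurement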
PTEN del growth: growth suppression of PTEN-null HCT116, primary screen, cell-based, CellTiter-Glo; HCT116 PTEN-null viability, 60 h; stronger effect = lower value; viability, % at 10 µM; 140,000 tested, 1.2% active;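 active means viability at or below a set limit, 4 SD under the median of all tested compounds, cut at about 3.7% in these data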;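 further: PTEN knockout HCT116 line with beta catenin targeted HCT116 as companion control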
BB579 growth dn: growth inhibitors of yeast BB579 in restrictive medium, primary screen, yeast lifespan-shortening project, S. cerevisiae; 140,000 tested, 0.51% active; AID 804, 2007; OD615, 48 h; inhibition, % at 10 µM;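 active means inhibition above a set limit, 3 SD over the mean compound inhibition, cut at about 44% in these data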; further: inactives centre near -24
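Material: Saccharomyces cerevisiae DeaD strain BB579, replicative lifespan model yeast; buffer or medium: CSMM-D restrictive synthetic medium containing dextrose (glucose); compound: 10 µM single dose, DMSO 0.25%; timing: 48 h compound exposure at 30 °C after 4 h preincubation; signal: turbidity as optical density at 615 nm; benchmarks: positive control amphotericin B 10 µg/mL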
* marks the source's active call; other numbers are inactive results; . = no result given.

SMILES	Measles CPE	NPY Y2 blocker	GALR2 antag	E-sel TNF inh	HCT116 bCat-KO	Phagocyt inh	MRP-1 activ	Yeast life ext	PTEN del growth	BB579 growth dn
O=C(Cn1c(=O)oc2ccccc21)Nc1nnc(N2CCCCCC2)s1	5.3	2.1	-0.1	-0.7	96.1	.	-0.5	-7.8	107.4	5.3
CN(C(=O)C1CCCO1)c1nnc(-c2cnccn2)s1 (stereo not given)	12.9	-2.7	1.6	10.6	95.1	-1.0	0.1	-1.9	96.4	-19.0
O=C(Nc1ccc(Cl)cc1)NC1CCCC1Cc1ccco1 (stereo not given)	35.8	1.6	-4.6	17.2	9.6	-4.2	-2.6	-23.9	2.9*	-11.1
O=c1c2[nH]c3ccc(F)cc3c2ncn1C1CCCCC1	13.6	0.6	-3.4	-20.8	104.0	-0.5	-2.6	-14.4	102.8	-19.6
CC1(C)C/C(=C(/C#N)C(N)=O)CCO1	3.4	-0.6	6.0	-16.6	104.2	2.1	0.2	-7.6	97.9	-16.0
COc1ccc(NC(=O)Cc2nnc(SCC(=O)Nc3cc(C)ccc3OC)n2C)cc1	8.2	0.2	-15.2	8.6	91.6	-0.3	2.1	-9.8	94.7	-48.2
CCOC(=O)c1csc(NC(=O)c2ccc(S(=O)(=O)N(CC)CC)cc2)n1	7.1	-2.2	0.2	3.4	63.4	.	-1.4	.	68.1	-12.4
CCOC(=O)c1c2ccc(OCC(=O)N/N=C/c3ccc(C)cc3)cc2n2ccccc12	4.4	-1.9	-19.4	34.3	1.5*	1.1	-5.5	-22.2	1.6*	-44.0
Cc1cc(NC(=O)CSc2nnc(COc3cccc(C)c3C)n2C)no1	12.9	-0.3	-1.4	-19.1	97.8	-2.9	1.1	-3.5	102.0	-52.1
Cc1ccc(NC(=O)Cn2nc(C)c3ccccc3c2=O)c(C)c1	8.7	1.6	8.8	-51.4	96.7	-0.3	-1.1	-8.9	90.5	-31.7
NC(=O)c1ccc(C(F)(F)F)n(Cc2cccc(Cl)c2)c1=O	15.3	2.5	-18.3	-14.4	83.1	0.0	-2.4	-3.0	75.9	-23.0
COc1cccc(/C=N/n2c(SC)nnc2-c2ccccc2)c1OC	7.9	5.2	-5.4	2.7	58.5	-3.8	-1.3	-6.0	68.5	-9.2
CCN1CCN(c2c(Cl)cccc2NC(=O)c2ccco2)CC1	8.0	13.9	9.6	12.1	82.2	1.1	-0.8	-6.0	78.2	-44.7
O=C(Nc1ccc(Cl)c(S(=O)(=O)Nc2ccccc2Cl)c1)c1cccs1	7.5	3.2	-1.0	-1.4	88.5	-5.1	-3.2	17.0	87.4	-12.2
CCN(CC)S(=O)(=O)c1ccc(N2CCCCC2)c(NC(=O)/C=C/c2cc(OC)c(OC)c(OC)c2)c1	20.4	3.2	6.7	.	91.9	-6.3	-0.6	1.0	94.0	-19.4
Cc1nc(-c2cccc3ccccc23)ccc1C(=O)O	4.6	2.9	-0.9	17.8	97.8	2.1	-0.2	5.4	98.6	-27.2
CCCc1ccc(C2C3=C(CC(C)(C)CC3=O)NC3=C2C(=O)c2ccccc23)cc1 (stereo not given)	10.6	1.9	-10.1	-39.2	18.1	-0.9	-2.7	31.8	8.9	-19.6
CC1=CC(C)(C)Nc2ccc(OC(=O)c3cccnc3)cc21	22.7	0.1	17.3	-10.8	0.7*	3.8	-2.6	-9.6	1.1*	-6.5
O=C(Cn1cnc2ccccc21)N/N=C/C(Br)=C/c1ccccc1	25.9	-1.9	5.8	0.7	47.4	-3.1	-3.0	2.1	47.9	-25.0
CCOC(=O)Cn1c(=N)n(Cc2ccccc2F)c2ccccc21	2.0	4.3	-2.1	.	92.1	-0.8	0.1	-7.1	92.3	-19.6
O=C1CC(N2CCN(c3nc4ccccc4s3)CC2)C(=O)N1Cc1cccs1 (stereo not given)	14.2	8.4	-6.9	-20.1	80.3	-1.4	-1.3	-26.5	84.4	98.4*
CCc1ccc2c(c1)C1(NN=C(c3ccc(C)cc3)S1)C(=O)N2 (stereo not given)	20.2	-2.5	14.3	15.5	1.4*	.	-7.6	.	1.7*	96.3*
O=C(c1ccc2c(c1)N(Cc1ccccc1)C(=O)c1ccccc1S2)N1CCCC1	41.2	-1.1	1.3	8.7	86.7	.	-3.1	-1.1	83.1	-42.6
CCOC(=O)c1ccccc1NC(=O)c1cccc2c1C(=O)N(C1CCN(C(=O)OCC)CC1)C2	3.4	0.2	-3.1	6.4	86.7	0.2	-3.3	-7.8	99.0	-27.4
O=C(Nc1ccccc1Br)C1CCC(=O)N1Cc1ccccc1Cl (stereo not given)	4.5	-1.0	-5.5	.	96.9	-1.2	-1.3	-16.2	102.4	-40.5
NC(=NCCc1ccccc1)NS(=O)(=O)c1ccc(F)cc1	4.1	-1.3	3.0	-0.2	103.4	-4.1	-0.5	2.5	99.9	-19.9
C=CCNC(=O)COC(=O)c1ccccc1C(=O)N(C)C1CCCCC1	5.7	-1.7	-14.8	7.1	91.1	2.7	-0.7	4.7	92.8	-36.1
CN(NS(=O)(=O)c1ccccc1)c1nc2ccccc2nc1C(F)(F)F	16.0	0.1	6.0	13.7	95.2	-0.5	-1.8	1.8	103.2	-4.7
O=C1c2ccccc2C(=Nc2ccccc2)C1c1cccc(Br)c1 (stereo not given)	21.7	-2.5	-5.2	4.4	81.9	.	-1.1	3.9	77.0	-31.4
Cc1cc(N2CCOCC2)nc(SCC(=O)c2ccc(Cl)cc2)n1	1.9	5.5	-1.9	-30.9	78.9	-0.6	0.1	-7.5	85.8	15.2
CC(=O)c1cccc(NC(=O)c2oc(C)nc2C)c1	21.4	0.1	-1.8	.	96.5	-1.2	-1.9	-9.1	95.0	-25.8
Cc1ccc(S(=O)(=O)NCCc2nnc3ccc(SCC(=O)Nc4nc5ccccc5s4)nn23)cc1	29.7*	0.7	5.4	.	89.1	-7.2	-2.3	0.5	87.9	-11.8
O=C(CSc1nc2ccccc2c(=O)[nH]1)N1CCCCCC1	6.3	2.2	3.1	5.9	68.3	-0.5	-2.3	-2.3	73.2	-18.1
CCC(C)n1cnc2c(c1=O)c1nc3ccccc3nc1n2Cc1ccc2c(c1)OCO2 (stereo not given)	5.0	4.9	15.7	-11.0	54.5	-0.3	-1.6	-0.7	53.8	-71.8
CCc1ccccc1NC(=O)CSc1nnc([C@@H]2CCCN2C(=O)OC(C)(C)C)o1	3.5	2.2	-3.0	.	65.0	-0.1	-6.7	6.6	67.8	-31.1
COc1ccc2c(c1)N(S(=O)(=O)c1ccccc1)CCC2=O	5.0	1.2	5.5	.	96.4	0.3	-1.7	2.9	97.6	-9.9
CCNC(=O)NC(=O)COc1ccccc1C#N	3.9	4.3	15.6	-36.4	98.3	0.8	0.3	-7.2	92.9	-19.9
Cc1csc(=N)n1-c1ccc(Cl)cc1	7.1	0.7	-6.2	-16.6	96.4	-0.7	-2.1	-17.1	86.0	-5.1
COc1ccc(CNC(=O)COC(=O)Cc2ccc(Cl)cc2Cl)cc1	10.4	3.9	-10.2	13.2	91.1	-3.8	0.8	-2.7	87.5	-28.1
CN(C)CCCNC(=O)c1cc(Br)ccc1Cl	9.4	1.9	-3.6	1.7	98.2	0.0	-0.3	-7.4	95.9	-14.3
Cc1cc(NC(=O)c2cc(-c3cccs3)on2)no1	4.7	4.4	7.6	.	91.8	0.7	-1.4	-8.6	104.0	-42.7
O=C(c1cn(-c2ccccc2)nc1-c1ccccc1)n1nnc2ccccc21	11.9	3.3	-1.6	-11.5	91.2	-0.2	-1.9	-14.0	95.6	-65.0
COc1ccc(C(=O)NCC(=O)OCC(=O)Nc2c(C)n(C)n(-c3ccccc3)c2=O)cc1	9.4	4.9	13.9	11.6	93.0	0.8	-2.2	5.0	93.4	-34.0
CCOC(=O)C1CCN(C(=O)C(=O)N2CCC(C(=O)OCC)CC2)CC1	2.6	-1.9	-0.8	13.1	87.5	.	-3.6	-21.9	84.7	-1.8
COC(=O)c1cc(NC(=O)CSc2nc(C)cc(=O)[nH]2)cc(C(=O)OC)c1	5.5	4.5	5.8	-46.2	110.4	1.1	-0.7	4.0	94.4	-34.0
CCCC1Cc2c(sc(NC(=S)NC(=O)c3ccccc3)c2C#N)CO1 (stereo not given)	9.1	2.4	-9.4	.	90.6	.	-2.2	0.8	86.4	-32.4
NC(=O)CCS(=O)(=O)c1ccccc1	18.8	-0.3	8.1	-17.1	80.0	.	-2.6	-15.5	94.1	-17.8
CC(=O)C1=C(O)C(=O)N(Cc2ccco2)C1c1ccc2c(c1)OCO2 (stereo not given)	2.2	4.0	1.8	8.0	91.7	-0.6	-0.6	-10.6	98.4	-48.5
CCOC(=O)C1CCN(Cc2cnc(Oc3ccc(C(C)(C)C)cc3)s2)CC1	3.8	7.9	-3.0	16.7	88.6	.	-0.9	-9.4	98.9	-38.8
Cc1ccc(N2C(=O)CC(Cn3nc(C)cc3C)C2=O)cc1 (stereo not given)	7.2	-1.6	-4.2	.	89.7	-0.1	-0.2	0.6	89.1	4.3
O=C(O)c1ccc(-c2ccccc2C(F)(F)F)o1	10.1	7.0	-4.3	11.6	102.5	-0.7	0.1	2.3	111.4	-41.9
c1ccc(-c2[nH]ncc2-c2nc3ccccc3[nH]2)cc1	4.3	-0.4	0.7	.	82.8	-1.9	-1.2	3.0	84.4	-22.7
NC(=O)CSc1nc(-c2ccccc2Cl)ns1	6.2	1.5	-3.7	-7.2	107.3	-1.3	-0.9	-28.3	98.8	-46.0
CSc1ccccc1NC(=O)c1noc2c1CCC2	24.7	-0.6	10.6	-7.1	106.9	-0.9	-2.8	-18.2	95.5	-40.7
CC1OC23CCCCC2C(C#N)(C(=N)O3)C1(C#N)C#N (stereo not given)	15.4	1.1	-1.8	6.8	99.8	.	-0.4	.	95.4	-31.5
CCCCCCCNC1=CC(=O)CC(c2ccccc2)C1 (stereo not given)	8.6	8.1	-2.8	.	7.3	-6.7	-6.0	-2.8	14.8	-11.8
CCCCOc1ccc(NC(=O)CN2CCN(C(=O)OCC)CC2)cc1	4.3	1.8	1.8	-15.4	87.0	.	-3.8	-6.9	87.9	-10.3
COc1cccc(NC(=O)COC(=O)/C=C/c2ccc(Cl)cc2Cl)c1	9.2	11.4	2.7	-12.8	102.3	.	-2.2	-5.5	97.9	-20.4
